PfHsp40 rescue = rescue of yeast from PfHsp40 toxicity, primary screen, S. cerevisiae, ATP luminescence | S. cerevisiae expressing PfHsp40, growth rescue | 340,000 compounds, 0.68% hits | growth rescue, % at 12.5 µM; in the data active = growth rescue above about 28%, passing the limit was not always enough; inconclusive = no clear call, values can overlap the other calls;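 note: yeast W303a lacking pdr1 and pdr3 grown in galactose medium; growth measured after three days at 30 °C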
Rv3671c protease = Rv3671c serine protease inhibitors, primary screen, biochemical, fluorescence polarization, M. tuberculosis H37Rv | inhibition, % at 5.96 µM | 320,000 compounds, 0.048% hits | P9WHR9 | AID 2606, 2010; in the data active = inhibition above about 38%;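 note: extracellular domain of Rv3671c used as enzyme; 0% = enzyme with DMSO and 100% = no enzyme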
Target sequence (P9WHR9 whole entry, looked up, the tested form may be a part): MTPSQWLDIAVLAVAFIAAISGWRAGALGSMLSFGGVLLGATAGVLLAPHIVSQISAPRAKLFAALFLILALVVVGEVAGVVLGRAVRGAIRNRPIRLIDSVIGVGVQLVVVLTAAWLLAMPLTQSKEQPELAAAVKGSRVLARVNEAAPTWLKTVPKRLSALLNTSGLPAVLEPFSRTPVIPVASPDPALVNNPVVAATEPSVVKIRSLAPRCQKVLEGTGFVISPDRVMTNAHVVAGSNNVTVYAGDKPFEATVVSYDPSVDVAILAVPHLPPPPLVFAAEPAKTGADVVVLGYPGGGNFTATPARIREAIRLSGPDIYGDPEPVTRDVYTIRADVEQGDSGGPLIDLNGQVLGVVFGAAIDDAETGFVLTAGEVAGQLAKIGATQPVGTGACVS
Vc quorum ag = inducers of Vibrio cholerae quorum light production without autoinducers, primary screen, BH1578 luxS cqsA deficient, single point | V. cholerae BH1578 lux reporter, luminescence, 6 h | activation, % at 18.7 µM | 350,000 compounds, 0.16% hits | AID 588436, 2011; in the data active = activation mostly above about 9.7%, no sharp cut-off; inconclusive = no clear call, values can overlap the other calls; inactive = mostly below about 3.7%; note: not every result past the cut was called active; inactives centre near 0; reference of the scale not given here
VHR inh abs = VHR1 phosphatase inhibitors, primary screen, biochemical, absorbance, uHTS | Dual specificity protein phosphatase 3 (Homo sapiens), P51452 | recombinant VHR phosphatase, pNPP absorbance | inhibition, % at 13.3 µM | 290,000 compounds, 0.52% hits; in the data active = inhibition above about 50%; note: some compounds called inactive have numbers as strong as hits
Target sequence (P51452 whole entry, looked up): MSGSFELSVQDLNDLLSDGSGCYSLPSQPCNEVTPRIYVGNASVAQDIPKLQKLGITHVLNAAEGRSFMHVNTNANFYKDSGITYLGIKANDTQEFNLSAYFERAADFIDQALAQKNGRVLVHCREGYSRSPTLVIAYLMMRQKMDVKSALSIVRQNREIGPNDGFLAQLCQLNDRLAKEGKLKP
TcdB inh = TcdB glycohydrolase inhibitors, primary screen, biochemical, single point, plate reader; 350,000 compounds, 0.24% hits; TcdB glycohydrolase enzymatic assay; Toxin B (Clostridioides difficile), P18177; inhibition, % at 9.99 µM; in the data active = inhibition above about 10%
SARS 3CLpro inh = SARS-CoV 3CLpro protease inhibitors, primary screen, biochemical, quenched FRET; 290,000 compounds, 0.14% hits; inhibition, % at 6 µM; AID 1706, 2009; Replicase polyprotein 1ab (Severe acute respiratory syndrome coronavirus), P0C6X7; recombinant SARS-CoV 3CLpro, quenched FRET peptide cleavage; in the data active = inhibition above about 12%
SSB-PriA inh = inhibitors of Klebsiella pneumoniae PriA binding to SSB C-terminal tail, primary screen, biochemical, AlphaScreen; AlphaScreen SSBct-PriA binding, biotinylated peptide; inhibition, % at 33 µM; 430,000 compounds, 0.6% hits; in the data active = inhibition mostly above about 37%, no sharp cut-off; inactive = mostly below about 20%;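 note: plate controls were negative control peptide for no effect and reference peptide for full effect; strong numbers were not always called active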
Anthrax LF prot = Bacillus anthracis LF protease inhibitors, primary screen, biochemical, multiplex microsphere, MLPCN library. Lethal factor (Bacillus anthracis), P15917. multiplex microsphere protease cleavage assay. inhibition, % at 10 µM. 360,000 compounds, 0.12% hits. AID 588501, 2011; in the data active = inhibition above about 30%; inconclusive = no clear call, values can overlap the other calls; note: plate controls were buffer without enzyme for full effect and enzyme alone for no effect
MazEF act = activators of E. coli MazEF toxin-antitoxin RNase, primary screen, biochemical, fluorescence, uHTS | FAM/BHQ RNA-DNA oligo cleavage fluorescence, 5 h | activation, % at 20 µM | 350,000 compounds, 0.32% hits | AID 504720, 2011; in the data active = activation above about 50%
Target sequence (P0AE70 whole entry, looked up): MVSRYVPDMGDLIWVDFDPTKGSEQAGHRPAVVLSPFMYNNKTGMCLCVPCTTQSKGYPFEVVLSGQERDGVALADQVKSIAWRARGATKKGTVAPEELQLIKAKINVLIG
Yp Topo-I inh = Yersinia pestis topoisomerase I inhibitors, primary screen, biochemical, cleavage product accumulation, plate reader, single point. DNA topoisomerase I (Yersinia pestis CO92). Y. pestis Topo-I cleavage product accumulation. activity, % at 10 µM. 360,000 compounds, 0.064% hits; in the data active = activity above about 50%, passing the limit was not always enough; inconclusive = no clear call, values can overlap the other calls; note: inactives centre near 2
* hit, by the source's call; i = inactive; ? = inconclusive; nt = no result given; & = joins results of further samples.

SMILES	PfHsp40 rescue	Rv3671c protease	Vc quorum ag	VHR inh abs	TcdB inh	SARS 3CLpro inh	SSB-PriA inh	Anthrax LF prot	MazEF act	Yp Topo-I inh
Cc1ccc(C(=O)OC(C)C(=O)NC2CCCCC2)cc1S(=O)(=O)N1CCCCC1 (stereo unspecified)	-0.8	2	1.5	nt	1.1	nt	-15	8	-8	-4
CCn1cc(C2=NOC(C(=O)Nc3ccccc3C(=O)OC)C2)c(C)n1 (stereo unspecified)	0.1	3	-0.6	12	1.3	2	-5	-3	1	8
C1CCC2CCCCC2C1 (stereo unspecified)	0.3	-3	-0.4	nt	-7.3	nt	-10	1	1	9
CCCc1nc2ccccc2c(C(=O)OCC(=O)c2ccc3c(c2)NC(=O)CO3)c1CC	-1.7	1	-0.7	11	nt	-1	-10	-8	18	2
COc1cc([N+](=O)[O-])ccc1NC(=O)Nc1ccc2c(c1)OCCO2	0.2	9	-0.2	19	-1.3	3	22	-1	19	1
O=C(CSc1nccc(=O)[nH]1)N1CCN(c2ccccc2)CC1	-0.3	4	i	19	-0.4	1	6	4	8	6
CNCCNC[C@H](Cc1cccc2ccccc12)NCCc1ccccc1	-0.6	1	i	nt	-3.4	nt	2	2	12	-10
Cc1cc(C)c2[nH]c(C(=O)N3CCC(n4nccc4NC(=O)C4CC4)CC3)c(C)c2c1	-0.8	nt	1.5	-6	1.9	2	0	-3	-2	9
COc1ccc(OC)c2c1CC(C)(C)NC2=O	-1.1	9	0.5	3	-1.5	0	1	-4	0	6
CCOc1ccc(NC(=O)N[C@@H](Cc2ccccc2)C(=O)O)cc1	-0.7	-1	-0.2	-10	-0.9	1	1	0	6	-1
COc1ccc(CCNC(=O)c2cc(-c3ccncc3)nc3c(Cl)cccc23)cc1OC	0.7	13	-2.8	53*	0.6	0	9	-3	10	10
O=C(COc1nsnc1N1CCOCC1)N1CCOCC1	-0.3	nt	-0.2	44	nt	0	-22	-7	7	8
CCOc1ccccc1CN1CCNC(=O)C1CC(=O)N(C)Cc1cnccn1 (stereo unspecified)	0.9	-1	-0.1	32	-1.1	-2	-15	2	2	7
CCN(CC)c1ccc(C(=O)N/N=C/c2ccc(N3CCOCC3)cc2)cc1	1.3	2	-0.4	26	0.6	0	nt	-1	3	9
Cc1ccccc1CSc1nnc(-c2ccccc2)c(=O)[nH]1	5.9	4	-0.1	-2	-0.1	2	-12	-2	3	8

Molecules from the list above containing an NH in an aromatic ring (3):
SMILES	PfHsp40 rescue	Rv3671c protease	Vc quorum ag	VHR inh abs	TcdB inh	SARS 3CLpro inh	SSB-PriA inh	Anthrax LF prot	MazEF act	Yp Topo-I inh
O=C(CSc1nccc(=O)[nH]1)N1CCN(c2ccccc2)CC1	-0.3	4	i	19	-0.4	1	6	4	8	6
Cc1cc(C)c2[nH]c(C(=O)N3CCC(n4nccc4NC(=O)C4CC4)CC3)c(C)c2c1	-0.8	nt	1.5	-6	1.9	2	0	-3	-2	9
Cc1ccccc1CSc1nnc(-c2ccccc2)c(=O)[nH]1	5.9	4	-0.1	-2	-0.1	2	-12	-2	3	8

Other structures.
SMILES	PfHsp40 rescue	Rv3671c protease	Vc quorum ag	VHR inh abs	TcdB inh	SARS 3CLpro inh	SSB-PriA inh	Anthrax LF prot	MazEF act	Yp Topo-I inh
CC1CC(C)(C)N2C(=O)C(=C(C#N)C#N)c3cccc1c32 (stereo unspecified)	-0.6	1	0.8	17	-0.2	1	-6	-1	13	7
Cc1cc(=O)oc2cc(OC(C)C(=O)NC3CCN(Cc4ccccc4)CC3)ccc12 (stereo unspecified)	-1.0	-1	-2.0	8	1.7	-6	-9	-3	2	-7
O=C(CCN1C(=O)c2ccccc2C1=O)c1ccccc1	nt	nt	-4.5	nt	1.5	nt	nt	-4	3	7
C[C@@H]1CN([C@H](C)CO)C(=O)c2cc(Br)cnc2O[C@@H]1CN(C)Cc1ccc(-c2ccccc2)cc1	nt	nt	0.0	nt	1.5&-0.2	nt	nt	-2	-6	19
CCC(Oc1ccccc1)C(=O)OCC(=O)N(CC)c1c(N)n(Cc2ccccc2)c(=O)[nH]c1=O (stereo unspecified)	-0.2	9	-1.2	nt	-0.9	nt	9	-6	3	-8
CC(C)CNC(=O)CN(c1cccc(Cl)c1)S(C)(=O)=O	-0.3	-7	-0.2	9	0.2	1	-15	2	2	-8
CCC(=O)Nc1nnc(SCC(=O)Nc2ccc(F)cc2)s1	-1.4	4	-0.3	14	nt	1	-1	-2	-2	-8
Cc1cc(C)c(C(=O)C(C)OC(=O)Cn2cnc3c2c(=O)n(C)c(=O)n3C)cc1C (stereo unspecified)	-1.0	4	i	nt	0.5	nt	5	0	10	7
CC1=NN(c2ccccc2)C(=O)/C1=C\c1sccc1C	-1.6	-14	-0.6	29	-0.7	6	1	-15	4	2
CCC(Sc1nc(C)cc(C)n1)C(=O)Nc1cc(C)on1 (stereo unspecified)	0.1	-1	-1.1	35	-0.3	2	-2	2	5	7
CCCCNC(=O)c1ccc2c(=O)n(CCCOCC)c(=S)[nH]c2c1	11	-1	nt	3	nt	-3	0	-10	-12	5
CCn1nc(C)c(CNC(=O)CCc2nnc(-c3ccc(C(C)=O)s3)o2)c1C	-0.8	-4	i	22	nt	3	6	-4	7	0
COc1ccc(CNC(=O)COC(=O)CCOc2ccc(C)cc2)cc1	-0.3	3	1.2	nt	0.6	nt	9	-4	-1	1
Cc1cc2oc(=O)cc(CN(C)Cc3ccccc3Cl)c2cc1C	?	-4	-0.2	35	1.0	-1	-11	13	-3	28
Cc1cc(C)cc(N(C(=O)c2csnn2)C(C(=O)NC2CCCC2)c2cccnc2)c1 (stereo unspecified)	0.2	3	-0.2	30	1.7	-4	-7	8	9	-3
N#CCc1nc2n(n1)Cc1ccccc1-2	0.1	1	-2.0	32	nt	2	-10	-4	-4	-10
Cc1cc(C(F)(F)F)nc(CCNCc2c(C(=O)N3CCCC3)nc3ccccn23)n1	0.3	6	i	19	-0.1	0	-14	0	-16	9
CCCCC(c1nnnn1CS(=O)(=O)c1ccc(C)cc1)N1CCN(C)CC1 (stereo unspecified)	-0.6	-4	-0.4	22	0.0	-2	-15	0	4	-1
O=C(Nc1nccs1)c1ccc(COc2ccc(F)cc2)o1	-0.6	-10	i	11	nt	-4	-3	-4	0	4
Nn1c(SCC(=O)NC2CCCCCC2)nnc1C(F)(F)F	-1.0	-1	11	nt	1.0	nt	2	-9	5	7
CCOC(=O)c1c(C)[nH]c(C)c1C(=O)COC(=O)c1cccc(S(=O)(=O)N(CC)CC)c1	1.9	-10	i	11	nt	-6	4	-2	-2	-6
Cc1cc(NC(=O)Nc2ccc(Cl)cc2)n(-c2ccccc2)n1	0.5	4	-0.3	19	-0.3	0	-8	0	7	-5
CC(C)C(=O)Nc1ccc2nn(-c3ccccc3)nc2c1	2.1	-4	-2.4	15	1.7	-3	-11	1	-2	5
CCc1ccc(NC(=O)Cc2ccc(-n3cccc3)cc2)cc1	-1.7	1	-1.0	4	nt	2	-1	0	-2	-5
Cc1ccc(N/C(N)=N/c2nc(CSc3ccccn3)cc(=O)[nH]2)c(C)c1	1.3	2	i	22	0.9	3	nt	1	-7	2
COc1cccc(CCc2nnc(CCC(=O)NCCC3CCCCO3)o2)c1 (stereo unspecified)	-1.4	1	-7.1	-26	0.7	-4	9	1	6	6
Cc1ccc(S(=O)(=O)N(C)c2c(C)ccc(S(=O)(=O)N3CCN(C=O)CC3)c2C)cc1	0.8	3	-0.3	-2	-0.1	2	8	-1	-1	7
O=S(=O)(c1ccc(Cl)cc1)n1ccc(-c2cccc(OCc3c(F)cccc3Cl)c2)n1	-1.4	-30	-3.1	-2	nt	4	-9	-1	-1	9
CC(=O)NC1CCCC(NC(C)=O)C1 (stereo unspecified)	-1.3	nt	1.7	nt	1.1	nt	-2	-9	2	4
CC(C)CC(NC(=O)c1ccccc1)C(=O)OCC(=O)Nc1ccc(Br)cn1 (stereo unspecified)	-0.3	0	i	-4	nt	-12	-14	-1	-2	-10
Cc1cc(C)c(NC(=O)c2ccccc2CCc2ccccc2)c(C)c1	0.5	-9	-1.5	18	nt	2	3	-4	3	13
Cc1cc(CSc2ccccc2)ccc1NC(=O)c1ccc(C)c([N+](=O)[O-])c1	-1.5	-4	-2.0	-2	-0.1	2	-13	0	4	1
COC(=O)c1cccc(NC(=O)c2cccc([N+](=O)[O-])c2)c1	0.2	-4	-0.7	-8	0.0	1	-11	5	11	-1
O=C(NCC(c1ccco1)N1CCc2ccccc21)c1c(F)cccc1F (stereo unspecified)	-0.3	-4	-1.2	nt	0.8	nt	10	0	-5	1
COc1cc(NC(=O)CSc2ncnc3scc(-c4ccccc4)c23)c(C(=O)O)cc1OC	-2.6	3	-0.5	-5	-1.6	3	-1	4	-8	-16
C[C@H](CO)N1C[C@H](C)[C@@H](CN(C)S(=O)(=O)c2cccs2)Oc2c(NC(=O)C3CCCCC3)cccc2C1=O	1.8	-3	0.0	nt	1.3	nt	8	-8	5	8
N/C(=N\OC(=O)CCC1CCCC1)c1ccccn1	-1.0	-6	i	-2	nt	-8	nt	-1	0	-2
COc1ccc(S(=O)(=O)N2CCCCC2)cc1NC(=O)Cn1cnc2ccccc2c1=O	0.0	-13	0.4	nt	1.0	nt	-4	nt	-34	-11
CSc1ncnc2c1ncn2CCCN[C@H](C)c1cccc2ccccc12	nt	nt	i	nt	-0.7	nt	nt	-11	4	6
Cn1c(CCNS(=O)(=O)c2ccccc2)nnc1SCc1cccnc1	0.1	8	-0.3	19	0.1	-2	1	2	0	-7
Cc1oc(-c2ccccc2)cc1C(N)=O	0.8	-8	6.2	13	nt	-8	-10	3	-16	10
Cc1ccc(C(=O)n2nc(-c3ccco3)nc2N)cc1	-0.2	9	1.9	19	nt	6	8	-3	-3	2
O=C(c1cc2ccccc2oc1=O)N(c1ccc(Cl)cc1)C1C=CS(=O)(=O)C1 (stereo unspecified)	-0.1	-5	i	3	nt	0	3	-1	5	2
COc1ccc(CCNC(=O)C(=O)c2cn(CC(=O)N3CCOCC3)c3ccccc23)cc1OC	-0.3	0	-0.7	-10	-0.3	-4	-8	3	-2	4
Cc1n[nH]c(C)c1S(=O)(=O)NCCc1ccc(Cl)cc1	1.1	2	0.4	36	nt	5	-2	-1	-4	-4
CCOC(=O)CSc1nc(N)c(C(=O)Nc2ccc(N(C)C)cc2)s1	-0.9	6	-0.2	10	nt	1	29	-3	2	8
CN1CCN(c2cc(-c3cccc(C(=O)O)c3)nc3ccnn23)CC1	nt	nt	-0.7	nt	0.3	nt	nt	-2	nt	-7
O=C(Nc1nccs1)c1ccc(-c2ccc(F)cc2)o1	5.9	-11	-1.3	11	2.0	0	13	-4	-11	7
Cc1ccc(-n2ncc(C#N)c2N)cc1	-0.3	5	-0.6	27	-0.5	0	-7&-4	-4	11	0
O=C1CCCc2cc(S(=O)(=O)N3CCC(C(=O)NCc4ccccc4)CC3)ccc2N1	3.0	-6	0.1	-8	3.0	6	-8	1	9	-6
O=C(Nc1nccs1)c1cccc(N2C(=O)C3C4C=CC(C4)C3C2=O)c1 (stereo unspecified)	-0.4	-14	-0.5	3	nt	6	-3	-1	0	-12
COc1ccc(N(CC(=O)NCc2cccc(OC)c2)S(=O)(=O)c2c(C)noc2C)cc1	-2.3	6	-0.2	22	nt	-3	0	-2	1	25

An excerpt; count on the stated rates, not on these rows.
